# Source: PubChem
# SIAE primary = human SIAE inhibition, primary screen; inhibition, % at 9.66 µM; AID 1053197; SIAE FP-Rh probe binding, fluorescence polarization; Q9HAT2; actives 0.69% (n = 370,000);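 active = inhibition above a cutoff: mean of compounds within the control limits plus 3 SD of those, cut at about 17% in these data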;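 also: 0% = plate median of compound wells and 100% = probe without SIAE protein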
# TDP2 absorb = TDP2 (human) inhibition, absorbance primary screen | actives 0.34% (n = 370,000) | recombinant TDP2, T5PNP hydrolysis, p-nitrophenol absorbance 415 nm | O95551 | inhibition, % at 12.8 µM;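 active = inhibition above the mean of all tested compounds plus 3 SD, set per campaign, cut at about 25% in these data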;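 also: 0% = DMSO with enzyme and 100% = buffer with substrate but no TDP2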
#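 Read-out basis: percent inhibition. System: recombinant human TDP2. Buffer or medium: Mg2+-containing Tris-HCl buffer, pH 7.5. Repeats: single replicate. Timing: reaction 2 h, 37 °C. Benchmarks: high control without enzyme, low control DMSO plus TDP2. Probe or stimulus: 5 mM T5PNP. Doses: 12.8 µM only. Measured by: epi absorbance of p-nitrophenol freed from T5PNP by hydrolysis.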
# UHRF1 MBD2 ctr = UHRF1 methyl-DNA binding inhibition; Q96T88; UHRF1 binding to methylated oligo, TR-FRET; inhibition, % at 4.4 µM; actives 0.75% (n = 370,000); in the data active = inhibition above about 21%;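 also: UHRF1 SRA domain binding a hemimethylated CpG hairpin DNA probe; 0% = median of test compound wells and 100% = reference inhibitor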
# Target sequence (Q96T88 whole entry, looked up, the tested form may be a part): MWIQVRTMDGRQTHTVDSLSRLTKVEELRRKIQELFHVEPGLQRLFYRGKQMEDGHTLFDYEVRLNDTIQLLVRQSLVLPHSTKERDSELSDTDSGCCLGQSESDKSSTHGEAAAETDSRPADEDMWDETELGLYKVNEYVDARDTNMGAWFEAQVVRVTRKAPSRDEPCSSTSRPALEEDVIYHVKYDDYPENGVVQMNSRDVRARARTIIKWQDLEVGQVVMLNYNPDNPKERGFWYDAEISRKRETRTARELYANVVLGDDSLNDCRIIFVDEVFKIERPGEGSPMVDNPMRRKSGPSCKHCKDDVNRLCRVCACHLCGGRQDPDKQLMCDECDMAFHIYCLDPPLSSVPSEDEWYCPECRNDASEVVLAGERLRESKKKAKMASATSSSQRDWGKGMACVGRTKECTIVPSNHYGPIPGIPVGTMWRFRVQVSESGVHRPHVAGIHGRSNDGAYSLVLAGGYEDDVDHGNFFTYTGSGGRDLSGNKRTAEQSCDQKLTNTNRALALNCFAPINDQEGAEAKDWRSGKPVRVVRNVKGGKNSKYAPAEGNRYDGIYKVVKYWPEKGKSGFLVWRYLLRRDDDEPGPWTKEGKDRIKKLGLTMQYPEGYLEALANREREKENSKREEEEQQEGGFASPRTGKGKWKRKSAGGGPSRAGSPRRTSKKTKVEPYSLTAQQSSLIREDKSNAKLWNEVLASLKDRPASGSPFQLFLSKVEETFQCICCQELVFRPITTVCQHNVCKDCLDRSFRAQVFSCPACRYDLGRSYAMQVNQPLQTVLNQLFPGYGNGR
# DDE Tn6 FP inh = inhibitors of Tn6 peptide binding to human fibrin DD(E) | AID 720509 | P02675 | actives 0.21% (n = 370,000) | inhibition, % at 8.3 µM | Fibrin DD(E) TRITC-Tn6 fluorescence polarization displacement;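 active = inhibition above a per-campaign cutoff: mean of compounds within control limits plus 3 SD, cut at about 15% in these data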;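 also: 0% = median of all compound wells on the plate and 100% = blocking peptide control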
# LEDGF integ inh = blocks HIV-1 LEDGF/p75-dependent DNA integration; TR-FRET IN-LEDGF/p75 DNA integration, Eu/Cy5; inhibition, % at 3.7 µM; actives 0.64% (n = 370,000);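 active = inhibition above the screen-wide mean plus 3 SD, cut at about 13% in these data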;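 also: signal is the Cy5 over europium emission ratio at 671 and 618 nm; 0% = plate median of compound wells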
# proKLK7 act = proKLK7 (human) activation, primary screen; P49862; purified proKLK7, EDANS-DABCYL substrate fluorescence; 100% is mature enzyme control, 0% vehicle; activation, % at 7 µM; actives 0.9% (n = 370,000);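 active = activation above the mean of all tested compounds plus 3 SD, computed per campaign excluding outliers beyond control limits, cut at about 13% in these data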
# Target sequence (P49862 whole entry, looked up): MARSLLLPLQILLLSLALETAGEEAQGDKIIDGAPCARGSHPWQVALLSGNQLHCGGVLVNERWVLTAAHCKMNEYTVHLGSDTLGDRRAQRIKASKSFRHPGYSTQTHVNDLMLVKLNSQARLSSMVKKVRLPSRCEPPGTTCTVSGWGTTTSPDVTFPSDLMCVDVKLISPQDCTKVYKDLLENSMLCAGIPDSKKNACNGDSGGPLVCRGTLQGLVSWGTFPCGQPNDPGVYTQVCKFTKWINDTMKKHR
# MBD2 DNA inh = inhibitors of human MBD2 binding to methylated oligonucleotide. actives 0.31% (n = 370,000). inhibition, % at 4.4 µM. TR-FRET. Q9UBB5; in the data active = inhibition above about 13%
# DDE Tn7 FP inh = disrupts Tn7 cyclic peptide binding to fibrin D-Dimer-E complex. actives 0.13% (n = 370,000). AID 720508. FP displacement of FITC-Tn7 peptide from fibrin DD(E); 0% = median of compound wells per plate. inhibition, % at 8.3 µM. P02675;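 active = inhibition above the mean of compounds falling within the control limits plus 3 SD of them, cut at about 14% in these data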;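 also: 0% = plate median of compound wells and 100% = 10 µM Aha-Tn7 peptide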
#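 Assay system: human fibrin DD(E) protein / Input: 2 µM fibrin DD(E) / Benchmarks: high control of 10 µM Aha-Tn7 peptide / Measured by: fluorescence polarization of the labelled Tn7 tracer / Medium: Tris buffer with calcium and detergent, pH 7.8 / Timing: 10 min compound pre-incubation, 3 h probe incubation at room temperature / Repeats: one replicate per compound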
# TCR CD3 inh = human TCR-CD3 binding inhibition; TAMRA-labeled TCR probe fluorescence, biochemical; inhibition, % at 9.4 µM; actives 0.37% (n = 360,000); AID 651800; in the data active = inhibition above about 19%;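 also: recombinant mutant TCR 2C K166C tagged with TAMRA read by polarization; 0% = receptor in buffer alone and 100% = receptor with positive control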
# PRMT1 inh = inhibitors of human PRMT1 | recombinant PRMT1, activity-based probe fluorescence polarization | inhibition, % at 2.79 µM | Q99873 | actives 1.3% (n = 370,000);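 active = inhibition above about 21% made by adding two undisclosed values, limit read from the data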
# Starred values were filed as active, the others as inactive; & = joins results of further samples.
SMILES,SIAE primary,TDP2 absorb,UHRF1 MBD2 ctr,DDE Tn6 FP inh,LEDGF integ inh,proKLK7 act,MBD2 DNA inh,DDE Tn7 FP inh,TCR CD3 inh,PRMT1 inh
Cc1cccc(N2CCN(C(=O)Cn3nc(Cc4ccncc4)c4ccccc4c3=O)CC2)c1C,-1.3,-4.1,1.9,2.2,-0.1,1.0,1.3,-0.6,-10.1,3.5
c1coc(CSSCc2ccco2)c1,1.9,-2.8,82.7*,-6.0,46.2*,-0.2,31.6*,5.0,20.3*,49.1*
CCC(=O)N(Cc1c(C)nn(-c2ccccc2)c1Cl)c1ccc(Cl)cc1,-0.5,4.2,0.8,5.9,0.7,0.1,2.8,1.9,-3.9,-0.9
CC(=O)c1ccccc1OCc1ccc(C(=O)c2ccccc2)cc1,-2.2,-11.0,-0.2,0.5,0.0,-0.2,0.8,6.4,1.3,0.3
COc1cc(N2CCCC2)c(OC)cc1/C=C(/C#N)c1ccc(F)cc1,2.5,-0.5,1.2,3.1,-0.2,-0.8,-4.1,-2.9,2.8,-8.3
C[C@H]1CN([C@@H](C)CO)C(=O)c2cc(Br)cnc2O[C@H]1CN(C)C(=O)Cc1ccccn1,3.0,0.1,1.9,1.7,0.2,-0.7,0.7,3.4,-2.0,0.8
Cc1cc(OCCCn2ccnc2)cc(C(C)C)c1,13.0,7.3,1.0,-16.0,3.2,0.0,2.6,0.9,-2.1,-1.6
CC(C)CS(=O)(=O)C1=NN2C(=N)/C(=C\c3ccc(OC(=O)c4ccco4)cc3)C(=O)N=C2S1,-39.9,7.7,-0.9,-5.3,0.9,0.5,1.4,5.6,11.0,-0.1
O=C(CCCC(=O)OCC(=O)c1ccc(Cl)cc1Cl)Nc1cc(C(F)(F)F)ccc1Cl,-8.1,-4.0,0.7,2.4,7.5,-0.8,3.9,-8.1,0.9,0.7
O=C(Cc1ccc(-n2c(=O)c3sccc3n(Cc3ccc(F)cc3)c2=O)cc1)NCc1ccco1,-6.3,-7.3,0.2,0.7,3.7,0.5,-3.7,-9.7,-4.6,-2.0
C=C(C)C1CC=C(C)/C(=N/Nc2ccccc2[N+](=O)[O-])C1 (stereo not drawn),16.3,3.6,-2.1,6.2,2.8,-0.4,-5.7,-1.8,-1.3,-0.6
O=C(Cn1cc(C(=O)c2cccs2)c2ccccc21)NCc1cccs1,-4.9,-3.0,0.8,1.2,-0.3,0.7,-2.8,9.2,5.8,0.6
O=C(O)c1ccc2cccc(Cl)c2c1O,9.1,-4.5,-0.9,2.3,3.0,0.8,-6.3,2.2,0.1,4.4
O=C(COc1ncnc2c(Cl)cc(Cl)cc12)NC1CCCCCC1,0.6,-0.3,-1.6,2.5,0.9,0.1,-5.0,-1.2,7.4,-6.2
Cc1ccc(Oc2ncnc3sccc23)cc1,-5.7,-8.1,0.6,4.4,-4.4,0.5,0.8,1.5,3.2,-2.6
O=C(Nc1ccccc1Cl)c1cc(C2CCCN(S(=O)(=O)c3cccs3)C2)on1 (stereo not drawn),-15.1,-5.3,-0.1,-1.2,-3.0,0.3,0.0,7.5,0.7,0.5
Cc1cc(S(=O)(=O)N(Cc2ccccn2)Cc2ccco2)ccc1-n1cnnn1,-1.3,6.0,15.9,-5.0,-2.5,0.2,4.0,0.6,-1.6,0.0
Cc1ccc(NC(=O)c2cc3ccccc3o2)cc1S(=O)(=O)N(C)C,-9.4,7.9,-1.0,-3.1,-1.8,-0.5,-5.9,-1.3,4.8,-0.4
CC1CCCN(C(=O)c2ccc([N+](=O)[O-])o2)C1 (stereo not drawn),-3.2,-6.1,-3.1,-12.8,3.7,0.0,-6.0,1.3,4.0,-2.7
COC(=O)C1=C(C)NC(C)=C(C(=O)OC(C)C)C1c1cccc2nonc12 (stereo not drawn),-3.6&1.0,-0.7&2.6,0.5&2.1,-8.4&3.4,0.6&-0.3,0.2&-0.8,-0.3&7.3,-7.3&-3.8,0.1,-2.3&8.0

# A portion from further up, as a working copy:
SMILES,SIAE primary,TDP2 absorb,UHRF1 MBD2 ctr,DDE Tn6 FP inh,LEDGF integ inh,proKLK7 act,MBD2 DNA inh,DDE Tn7 FP inh,TCR CD3 inh,PRMT1 inh
Cc1cccc(N2CCN(C(=O)Cn3nc(Cc4ccncc4)c4ccccc4c3=O)CC2)c1C,-1.3,-4.1,1.9,2.2,-0.1,1.0,1.3,-0.6,-10.1,3.5
c1coc(CSSCc2ccco2)c1,1.9,-2.8,82.7*,-6.0,46.2*,-0.2,31.6*,5.0,20.3*,49.1*
CCC(=O)N(Cc1c(C)nn(-c2ccccc2)c1Cl)c1ccc(Cl)cc1,-0.5,4.2,0.8,5.9,0.7,0.1,2.8,1.9,-3.9,-0.9
CC(=O)c1ccccc1OCc1ccc(C(=O)c2ccccc2)cc1,-2.2,-11.0,-0.2,0.5,0.0,-0.2,0.8,6.4,1.3,0.3
COc1cc(N2CCCC2)c(OC)cc1/C=C(/C#N)c1ccc(F)cc1,2.5,-0.5,1.2,3.1,-0.2,-0.8,-4.1,-2.9,2.8,-8.3
C[C@H]1CN([C@@H](C)CO)C(=O)c2cc(Br)cnc2O[C@H]1CN(C)C(=O)Cc1ccccn1,3.0,0.1,1.9,1.7,0.2,-0.7,0.7,3.4,-2.0,0.8
Cc1cc(OCCCn2ccnc2)cc(C(C)C)c1,13.0,7.3,1.0,-16.0,3.2,0.0,2.6,0.9,-2.1,-1.6
CC(C)CS(=O)(=O)C1=NN2C(=N)/C(=C\c3ccc(OC(=O)c4ccco4)cc3)C(=O)N=C2S1,-39.9,7.7,-0.9,-5.3,0.9,0.5,1.4,5.6,11.0,-0.1

# (more compounds)
SMILES,SIAE primary,TDP2 absorb,UHRF1 MBD2 ctr,DDE Tn6 FP inh,LEDGF integ inh,proKLK7 act,MBD2 DNA inh,DDE Tn7 FP inh,TCR CD3 inh,PRMT1 inh
O=C(CN1C(=O)NC2(CCCCCC2)C1=O)Nc1ccc(Br)cc1Br,1.5,-7.3,4.1,-7.9,-7.3,0.4,-2.3,-2.0,-1.5,3.3
COc1cc2c(cc1OC)CN(CCOc1ccc(Br)cc1)CC2,1.0,-3.8,-0.1,-2.6,-1.5,2.7,-0.1,8.8,0.5,0.4
COC(=O)c1c(NC(=O)Cc2cccs2)sc2c1CCC(C)C2 (stereo not drawn),3.6,1.4,0.6,-2.0,-1.2,0.3,4.5,3.0,-4.3,3.8
COc1ccc(NC(=O)CC2C(=O)OCC3CCCCN32)cc1Cl (stereo not drawn),0.9,-0.1,3.8,0.6,-0.2,0.0,-0.3,-1.6,6.5,2.6
COc1ccccc1NC(=O)Cn1cnc2sc(C(=O)Nc3cc(OC)c(OC)c(OC)c3)c(C)c2c1=O,6.4,-3.1,2.1,0.5,-2.5,5.0,2.4,1.8,3.8,-1.4
C=CCn1c(N)cc(=O)nc1SCC(=O)N1CCN(c2ccc(F)cc2)CC1,-4.2,5.1,0.9,-1.0,-0.4,-0.3,0.7,5.3,7.7,-1.5
Nc1nnc(-c2cccc(F)c2)s1,-0.7,-11.1,-2.7,2.8,7.9,0.4,1.1,2.3,-0.1,-1.2
COc1ccc(-c2nc(CS(=O)CC(=O)NCc3ccc(Cl)cc3)c(C)o2)cc1 (stereo not drawn),-2.3,-1.7,1.1,0.1,1.7,-0.6,2.4,-0.8,-5.8,8.2
CC(C)(C)c1ccc(C(=O)NCCC(=O)N2CCCC2)cc1,0.8,4.9,-2.2,6.2,-0.2,-0.6,-0.3,-1.1,5.3,0.3
O=C(CCCOc1ccc(Cl)cc1Cl)NCc1ccccn1,-2.3,-9.9,0.9,2.6,-1.1,0.1,0.5,4.5,10.0,0.0
CCn1c2ccccc2c2nnc(SCC(=O)c3ccccc3)nc21,-0.5,-8.4,-0.6,3.6,-0.8,-0.6,-1.8,8.2,1.9,3.7
O=[N+]([O-])c1nn(-c2ccc3c(c2)OCCO3)n(O)c1=NCc1ccccc1Cl,-0.6,1.6,-2.1,-0.7,3.3,0.3,0.8,-3.0,-0.1,0.0
O=C(O)c1cccnc1-c1ncccc1C(=O)O,-4.5,3.5,10.6,-2.5,0.7,0.2,5.7,5.9,1.4,0.1
O=C(COc1ccc(=O)n(-c2ccccc2)n1)Nc1ccccc1,-3.8,-4.7,0.6,8.2,2.4,0.0,2.0,-2.6,-6.9,-1.0
Cc1ccc(CN(C(=O)c2ccco2)C(C(=O)NC2CCCC2)c2cccnc2)cc1 (stereo not drawn),5.9,4.0,-3.4,-7.9,4.2,-0.1,-9.1,2.8,5.0,-3.2
CCCCn1c(N)c(N(CC)C(=O)c2cccs2)c(=O)[nH]c1=O,7.7,-5.4,1.7,2.0,-3.0,-0.3,-4.1,-2.9,3.2,3.1
O=C(NCc1ccccc1)c1ccc(N2CCC3(CC2)CC(c2ccc(Cl)cc2)=NO3)c([N+](=O)[O-])c1,-8.0,-3.7,-2.2,-3.0,2.2,-0.7,4.0,-1.3,5.5,-4.0
CCCCOCCCNc1ncnc2c1[nH]c1ccccc12,17.6*,-7.4,-2.9,2.9,5.4,1.0,-8.4,1.9,-6.4,-4.2
COc1ccccc1Cc1c(-c2ccc(F)cc2)nc2ccc(C)cn12,0.8,4.0,11.5,-2.6,3.8,-0.4,-1.7,-0.8,-1.7,0.6
COc1cc(CNCCO)ccc1OCC(=O)Nc1ccc(Br)cc1,-1.5,7.5,-1.6,-3.6,-1.6,0.6,-1.1,1.2,-1.9,-1.5
O=C(COC(=O)C1CC2CCCC(C1)C2=O)NC(=O)c1ccccc1 (stereo not drawn),-0.1,-3.1,-1.4,-4.8,-2.4,-0.2,0.2,-0.8,-1.6,-0.1
CCN(C(=O)CCCCC(=O)N(CC)c1ccccc1)c1ccccc1,1.0,1.9,2.8,-2.9,2.6,-0.1,1.1,5.2,-2.6,-2.3
CCC(CC)C(=O)Nc1cc(OC)c(OC)cc1C(=O)O,-1.8,-0.2,-3.3,6.8,-1.3,-0.3,-5.5,3.6,5.0,-1.1
CS(=O)(=O)N(CC(=O)N1CCCC1)c1ccc(Cl)cc1Cl,0.5,-12.5,4.2,-3.4,1.0,0.2,0.1,-2.8,-7.6,-5.0
O=C1/C(=C/c2cccs2)SC(=S)N1CCC(=O)N1CCCCC1CCO (stereo not drawn),3.2,4.0,-7.7,-1.8,1.6,0.7,-3.4,-2.8,12.9,11.2
Cc1ccc2nc(C)/c(=N\O)c(C)nc2c1,0.6,-10.6,-3.7,11.8,-2.2,0.4,-7.4,6.2,4.7,-1.5
